Assay outcomes: PubChem BioAssay, National Center for Advancing Translational Sciences (NCATS)
Anesthetic bind – qHTS Assay for Identification of Novel General Anesthetics; Ferritin light chain (Equus caballus), P02791; apoferritin/1-aminoanthracene competitive binding, fluorescence; Potency, µM (titrated, usually from 77.5 µM), for the others: at the top dose activity change, negative = displacement, actives largely listed as inhibitors; actives 0.074% (n = 350,000); AID 485281, 2010; further: potency means the concentration at half of the fitted maximal effect; on the % scale 0 is the no-effect control and ±100 the full control effect; nearly all actives have a fitted effect of over 20% in size
Target sequence (P02791 2-175 limits assumed): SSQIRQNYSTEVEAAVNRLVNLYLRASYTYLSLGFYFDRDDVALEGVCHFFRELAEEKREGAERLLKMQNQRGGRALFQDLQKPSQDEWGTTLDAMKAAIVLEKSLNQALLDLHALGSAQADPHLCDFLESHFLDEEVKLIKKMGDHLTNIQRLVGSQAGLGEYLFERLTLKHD
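Horse-spleen apoferritin (10 uM) in 50% saturated 1-aminoanthracene in PBS was incubated 10 min at room temperature with compound. Fluorescence (ex 380, em 535 nm) was normalized to free and bound 1-AMA, with concentration-response fitted by a four-parameter Hill equation.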
Pol iota inh – qHTS for Inhibitors of Polymerase Iota; Potency, µM (highest dose often 115 µM), for inactives: top-dose activity, negative = inhibition, usual class: inhibitors; actives 1% (n = 390,000); Pol iota fluorescent replication assay, 10 min; further: potency means the concentration at half of the fitted maximal effect
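Pol iota at 10 nM preincubated 15 min with compounds at room temperature; reaction started with fluorescent substrate, 50 nM final. Fluorescence read kinetically at 0 and 10 min; buffer-only wells as negative control.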
Pol kappa inh – qHTS for Inhibitors of Polymerase Kappa | purified Pol kappa, fluorescent DNA synthesis assay, 10 min | Potency, µM (titrated, usually from 107 µM), for inactives: at the top dose activity, negative = inhibition, actives largely listed as inhibitors | actives 0.53% (n = 400,000); further: potency means the concentration at half of the fitted maximal effect; on the % scale 0 is the no-effect control and ±100 the full control effect
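10 nM Pol kappa preincubated 15 min at room temperature with compounds, then reaction started with substrate at 50 nM final. Fluorescence read kinetically at 0 and 10 min; buffer-only wells served as negative control.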
Pol beta inh – qHTS Assay for Inhibitors of DNA Polymerase Beta | Pol beta primer extension/strand displacement, fluorescence kinetic | Potency, µM (titrated, usually from 114 µM), without a hit: at the top dose activity change, negative = inhibition, most hits filed as inhibitors | actives 1.3% (n = 340,000) | AID 485314, 2010; further: potency means the concentration at half of the fitted maximal effect; on the % scale 0 is the no-effect control and ±100 the full control effect
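Values derive from four-parameter Hill fits of normalized kinetic data: reads at 0 and 10 min following addition of 50 nM substrate to 10 nM Pol beta preincubated 15 min with compound.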
APE1 inh – qHTS Assay for Inhibitors of the Human Apurinic/apyrimidinic Endonuclease 1 (APE1) | recombinant APE1, TAMRA/BHQ-2 abasic DNA cleavage fluorescence | Potency, µM (series often up to 65.8 µM), without a hit: at the top dose activity change, negative = inhibition, hits mostly inhibitors | actives 0.35% (n = 350,000) | AID 2517, 2012;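 further: potency means the concentration at half of the fitted maximal effect; plate controls were vehicle for no effect and reference inhibitor for full effect; nearly all actives have a fitted effect of over 55% in size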
Target sequence (P27695 whole entry, looked up): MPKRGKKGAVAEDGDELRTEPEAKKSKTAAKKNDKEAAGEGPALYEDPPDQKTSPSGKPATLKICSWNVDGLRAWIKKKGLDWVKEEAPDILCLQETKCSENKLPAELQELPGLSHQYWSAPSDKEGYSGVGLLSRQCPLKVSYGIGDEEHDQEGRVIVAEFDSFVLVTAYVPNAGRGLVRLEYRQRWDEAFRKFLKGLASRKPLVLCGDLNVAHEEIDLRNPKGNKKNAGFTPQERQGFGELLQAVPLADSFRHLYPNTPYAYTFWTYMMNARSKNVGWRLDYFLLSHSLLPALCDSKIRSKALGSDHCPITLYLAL
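Step 1: APE1 (0.75 nM) with compound, 15 min RT. Step 2: add 50 nM fluorophore/quencher THF duplex. Step 3: three fluorescence reads 60 s apart (525/598 nm); read 3 minus read 1 = reaction progress.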
Tb PGK inh – qHTS Assay to Find Inhibitors of Phosphoglycerate Kinase; PGK/GAPDH coupled, Kinase-Glo luminescence, 60 min; Potency, µM (series often up to 57.5 µM), inactives show at the top dose activity change, negative = inhibition, usual class: inhibitors; actives 0.043% (n = 380,000); AID 602233, 2012; further: potency means the concentration at half of the fitted maximal effect; on the % scale 0 is the no-effect control and ±100 the full control effect; nearly all actives have a fitted effect of over 60% in size
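Luminescent ATP detection (Kinase-Glo Plus) follows a 60-minute room-temperature incubation, with wells lacking PGK as controls. Buffer: 100 mM TEA (pH 7.6), 5 mM MgCl2, 0.01% Tween-20. Coupling enzyme GAPDH (100 nM final) supplies unstable 1,3-BPG in-well.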
Pol eta inh – qHTS for Inhibitors of Polymerase Eta; recombinant Pol eta, fluorescent DNA replication assay; Potency, µM (titrated, usually from 114 µM), for the others: at the highest dose activity change, negative = inhibition, hits mostly inhibitors; actives 1.2% (n = 390,000); AID 588591, 2011; further: potency means the concentration at half of the fitted maximal effect; on the % scale 0 is the no-effect control and ±100 the full control effect
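Pol eta (10 nM) was preincubated with compounds for 15 min at room temperature, after which fluorescent replication substrate (50 nM final) was added to start the reaction. Fluorescence was read kinetically at 0 and 10 min.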
BLM helicase inh – qHTS Assay for Inhibitors of Bloom's syndrome helicase (BLM); RecQ-like DNA helicase BLM (Homo sapiens), P54132; recombinant BLM DNA unwinding, fluorescence dequenching; Potency, µM (titrated, usually from 56.1 µM), without a hit: top-dose activity change, negative = inhibition, hits mostly inhibitors; actives 0.2% (n = 350,000); AID 2528, 2010;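 further: potency means the concentration at half of the fitted maximal effect; plate controls were vehicle for no effect and no enzyme for full effect; nearly all actives have a fitted effect of over 35% in size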
RXFP1 antagonist – qHTS Assay for Antagonists of the Relaxin Receptor RXFP1; Relaxin receptor 1 (Homo sapiens), Q9HBX9; HEK293-RXFP1, relaxin-stimulated cAMP HTRF, 30 min; stronger effect = lower value; activity change, negative = inhibition, % at 57.5 µM; actives 0.59% (n = 350,000); AID 1259400, 2018;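 active means activity change of -60% or lower, but not beyond a set lower limit; inconclusive means change between -60% and -40%, or beyond the set limit; inactive means change above -40%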; further: on the % scale 0 is the no-effect control and ±100 the full control effect
Numbers without * were called inactive; i = inactive; u = inconclusive; x = not tested or not shown; & = joins results of further samples; [ ] = another dose, or the depositor's remark. Unless noted, the call rests on the fitted dose curve; in most records, active means well fitted curve in the direction sought with a large enough effect; inconclusive means small, poorly fitted or top-dose-only effect, or another doubt; inactive means no such curve, though single readings can be large; an effect the other way counts as inactive or inconclusive. Not all compounds are listed (hit frequency here may not be typical).

Under each structure: Tb PGK inh	Pol eta inh	Pol iota inh	BLM helicase inh	RXFP1 antagonist	Anesthetic bind	Pol beta inh	Pol kappa inh	APE1 inh
- N/C(=N\NC(=O)c1cccs1)c1cc2cc(Cl)ccc2oc1=O
→ -10%	0%	-15%	-3%	3	-5%	-23%	3%	1%
- CCOc1cc(/C=C2\C(=O)N(c3cccc(C(=O)O)c3)N=C2C(F)(F)F)ccc1OCC(=O)Nc1ccccc1OC
→ x	x	x	-10%	x	-13%	20µM*	x	-5%
- CC(C)CNc1nc(Oc2ccc(=O)[nH]n2)nc(N2CCOCC2)n1
→ i	-18%	55%[activator]	4%	-24	-7%	-3%	7%	3%
- O=C(NCCCN1CCCC1=O)c1ccc(NS(=O)(=O)c2ccc(F)cc2)cc1
→ 9%	-24%	16%	x	-2	x	x	-1%	38%
- CCn1c(=S)[nH]c2cc(C(=O)O)ccc21
→ x	x	x	-3%	x	0%	0%	x	9%
- COc1ccccc1NC(=O)c1ccc(S(=O)(=O)N(C)c2ccccc2)cc1
→ -3%	-6%	8%	x	-39	x	x	-19%	42%
- COC(=O)Cn1cc([N+](=O)[O-])nc1C
→ -10%	-11%	37%[activator]	-1%	-3	-3%	2%	0%	3%
- Cc1cc(NC(=O)CSc2nc(C3CC3)nc3sc(C)c(C)c23)no1
→ -7%	-8%	21%	-2%	-25	-4%	-7%	-4%	-2%
- CC(C)CC(NC(=O)C1CCCCC1)C(=O)N1CCN(c2ccccn2)CC1 (stereo not given)
→ -9%	-6%	6%	-1%	5	-8%	6%	1%	-1%
- COc1cc(O)c(C(CCN2CCCC(C)C2)c2ccc3c(c2)OCO3)c(OC)c1 (stereo not given)
→ -8%	-17%	30%&8%	-9%&1%	x	-15%&-11%	9%	7%&-4%	0%&1%
- Cc1cc(C)c2c(c1)C(=O)/C(=C/c1ccc(C(=O)O)cc1)CC2
→ -6%	u	u	-2%	-18	-5%	57%	-12%	3%
- CCOc1ccc(OCCN2CCCCC2)cc1
→ 7%	-16%	4%	1%	2	-5%	19%	-8%	-2%
- CCOC(=O)[C@@H]1[C@H]2COc3cc(OC)ccc3[C@@H]2N2C(=O)N(c3cccc(Cl)c3)C(=O)[C@]12C
→ i	0%	-14%	-7%	x	-15%	-1%	-3%	7%
- CN1CCC[C@H]1CCNc1ccc2c(=O)c3ccccc3n(C)c2c1
→ -8%	u	28µM*	x	x	x	x	u	x
- CCCC(=O)Nc1ccc(C2C(=O)c3ccccc3C2=O)cc1
→ -8%	-8%	19%	4%	-13	-14%	-1%	2%	-10%
- COc1ccccc1-n1c(SCC(=O)NC2CC2)nc2ccccc2c1=O
→ 4%	0%	1%	x	5	x	x	-3%	8%
- CCn1c2ccccc2c2cc(NC(=O)COC(=O)c3ccccc3F)ccc21
→ 5%	-15%	23%	-1%	-11	6%	24%	-12%	3%
- CC1Cc2ccccc2N1C(=O)CSc1nc2ccccc2s1 (stereo not given)
→ i	-1%	9%	-5%	9	17%	1%	9%	-1%
- CCOc1cccc2c1N[C@@H](c1ccc(C(=O)O)cc1)[C@H]1CC=C[C@@H]21
→ u	8.9µM*	5.6µM*	-7%	-5	-4%	u	4µM*	x
- CC(/C=C/c1ccccc1)=N/NC(=O)CNC(=O)c1ccccc1F
→ 4%	5%	49%[activator]	-3%	-15	u	-2%	0%	7%
- O=c1c(-c2ccc(O)cc2O)coc2cc(O)cc(O)c12
→ -4%	u	u	-4%	x	-18%	32µM*	u	u
- CCOCCCn1c(SCC(=O)Nc2cccc(S(=O)(=O)NC3=NCCCCC3)c2)nc2ccccc2c1=O
→ 2%	-9%	-3%	0%	1	3%	4%	-6%	-2%
- CCOC(=O)Cn1c(=O)oc2cc(S(=O)(=O)N(C)c3ccc(OC)cc3)ccc21
→ -4%	-17%	u	1%	-7	-16%	1%	-14%	-3%
- COc1ccc(CNC(=O)c2ccc(CS(=O)Cc3ccccc3Cl)o2)cc1 (stereo not given)
→ 0%	-23%	14%	3%	0	1%	5%	3%	x
- O=c1[nH]c(SCc2ccccc2Cl)nc2c1cnn2-c1ccccc1
→ -1%	-3%	26%	0%	x	4%	-1%	13%	12%
- C=CCCC(=O)N1CCC(n2nccc2NC(=O)c2ccccc2C)CC1
→ -3%	-4%	22%	-8%	1	-3%	19%	-5%	7%
- CCOC(=O)c1noc2ncnc(Nc3cccc(OC)c3)c12
→ -10%	5%	1%	-2%	x	8%	8%	1%	x
- CCOC(=O)C1CCC(CN(Cc2ccc(OC)cc2)S(=O)(=O)c2ccc(F)c(C(=O)Nc3ccc(C)c(C)c3)c2)CC1 (stereo not given)
→ i	2%	-1%	-6%	3	7%	-1%	-3%[60.1 µM]	x
- Cc1ccc(NC(=O)c2ccc([N+](=O)[O-])o2)cc1C
→ -1%	4%	u	-8%	19	-17%	-21%	-18%	-4%
- O=C(NCCS(=O)(=O)N1CCN(c2ccccc2)CC1)C1CC(=O)N(c2ccccc2)C1 (stereo not given)
→ 1%&-8%	1%&-2%	-10%&-6%	-1%&0%	-11&2	-1%&11%	14%&-20%	-8%	-14%
- CC1=C(C(=O)N2CCOCC2)C(c2cc(C)ccc2C)NC(=S)N1 (stereo not given)
→ -4%	-18%	15%	1%	-35	-2%	1%	-9%	-5%
- COc1ccc(NC(=O)C(F)(OC)C(F)(F)F)c(OC)c1 (stereo not given)
→ -6%	-1%	61%[activator]	-4%	-6	-20%	-1%	-5%	1%
- C=CCCCN(Cc1ccccc1)S(=O)(=O)c1ccccc1Br
→ -2%	-15%	2%&30%	-10%&-9%	x	42%&36%[activator]	22%	-3%&4%	-2%&10%
- CCc1nnc(NC(=O)CSc2nc(C)cs2)s1
→ -2%	-9%	-21%	0%	11	-3%	6%	-6%	69%[activator]
- c1ccc(Nc2c3c(nc4ccccc24)CCC3)cc1
→ -9%	-28%	-9%	-5%	u	u	0%	-7%	0%
- Cc1c(C(=O)Nc2nonc2-c2ccc(F)cc2)oc2ccc(F)cc12
→ -6%	-20%	35%[activator]	-10%	-7	-4%	-12%	3%	10%
- Cc1coc2c(C)c3oc(=O)c(CCC(=O)NCc4ccccn4)c(C)c3cc12
→ 4%	-12%	62%[activator]	4%	x	-5%	-2%	14%	-2%
- CCOC(=O)c1c(NC(=O)COC(=O)c2cnc(C)cn2)sc(C(=O)N(C)C)c1C
→ -4%	2%	14%	x	-17	x	x	-1%	16%
- O=C(Nc1ccncc1)c1ccc(C(=O)Nc2ccncc2)cc1
→ -3%	-5%	-1%	-6%	12	-1%	6%	-6%	0%
- O=C(COc1ccc(Cl)cc1Cl)N/N=C/c1cccnc1
→ -8%	-4%	-17%	-4%	-16	-3%	12%	0%	5%
- O=C(N/N=C/c1cccnc1)c1ccc(NC(=O)c2cccc(Cl)c2)cc1
→ -1%	u	u	-18%	-3	0%	8.9µM*	-14%	-13%
- CCN(CC)c1ccc(/C=N/NC(=O)c2cccc(S(=O)(=O)N3CCOCC3)c2)c(O)c1
→ i	-3%	58%[activator]	-4%	u	14%	13%	-1%	-5%
- CN1C=CC=C/C1=C1/SC(=S)N(Cc2ccccc2)C1=O
→ -9%	-13%	15%	-4%	0	-11%	u	1%	-2%
- Cc1ccc(NC(=O)C(=O)NCC(c2cccnc2)N2CCN(Cc3ccccc3)CC2)cc1 (stereo not given)
→ -9%	7%	-14%	-4%	-8	0%	3%	-3%	x
- O=C1NCCN1Cc1cccc(Cl)c1
→ 1%	-11%	13%	-12%	20	-7%	9%	-17%	-3%

An excerpt from further up, for reference:
Under each structure: Tb PGK inh	Pol eta inh	Pol iota inh	BLM helicase inh	RXFP1 antagonist	Anesthetic bind	Pol beta inh	Pol kappa inh	APE1 inh
- CC1=C(C(=O)N2CCOCC2)C(c2cc(C)ccc2C)NC(=S)N1 (stereo not given)
→ -4%	-18%	15%	1%	-35	-2%	1%	-9%	-5%
- COc1ccc(NC(=O)C(F)(OC)C(F)(F)F)c(OC)c1 (stereo not given)
→ -6%	-1%	61%[activator]	-4%	-6	-20%	-1%	-5%	1%

Next compounds.
Under each structure: Tb PGK inh	Pol eta inh	Pol iota inh	BLM helicase inh	RXFP1 antagonist	Anesthetic bind	Pol beta inh	Pol kappa inh	APE1 inh
- CCc1ccc(-n2nc(C)c3c(C)cc(=O)n(CC(=O)Nc4ccc(OC)c(OC)c4)c32)cc1
→ 0%	1%	-4%	-6%	x	-2%	-29%	-15%	x
- C=CCOC(=O)C1=C[C@H](c2cn(C(C)=O)c3ccccc23)C[C@H](OCCCCO)O1
→ i	-3%	12%	-1%	x	-14%	13%	-5%	12%
- CCNC(=O)NC(=O)COC(=O)CCCSc1nc2ccccc2s1
→ -2%	-16%	3%	-1%	-3	1%	17%	-4%	-6%
- O=C(CCc1ccccc1)N/N=C\C1CC=CCC1 (stereo not given)
→ -6%	-9%	37%[activator]	-1%	-9	-7%	10%	0%	-2%
- COc1ccccc1CNc1ccc(-c2nc(C)no2)cc1[N+](=O)[O-]
→ -2%	-6%	-22%	-4%	x	-10%	u	-16%	x
- CC(=O)c1ccc(NC(=O)C2CCCN(C(=O)c3ccc(Cl)cc3)C2)cc1 (stereo not given)
→ -7%	-3%	-28%	0%	-17	-13%	4%	-6%	1%
- CCN(CC)S(=O)(=O)c1ccc2c(c1)N(CC(=O)NCC1CCCO1)C(=O)CO2 (stereo not given)
→ -4%	-4%	27%	0%	16	-1%	26%	3%	22%
- O=C(CSc1n[nH]c(-c2ccco2)n1)N1c2ccccc2Sc2ccccc21
→ -7%	u	11%	u	-6	u	u	-9%	2%
- COc1ccccc1NC(=O)Cn1c2ccccc2c2nc3n(c(=O)c21)CCS3
→ i	-13%	150%[activator]	0%	-6	-6%	-23%	0%	-1%
